Screening results (PubChem BioAssay)
TR SRC2 fluor cs: Total Fluorescence Counterscreen for Inhibitors of the Interaction of Thyroid Hormone Receptor and Steroid Receptor Coregulator 2; TRb/SRC2 Texas Red total fluorescence interference; Potency, µM (titrated, usually from 106 µM), for the others: at the top dose fluorescence change, negative = quenching; 280,000 tested, 0.29% active; AID 1479, 2009; active = well fitted curve in either direction with a large enough effect; inconclusive = small, poorly fitted or top-dose-only effect; also: % is scaled to controls: 0 for no effect and ±100 for the full control effect
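Human TRβ ligand-binding domain (0.6 uM) and Texas Red SRC2 peptide (20 nM) in Tris buffer with 1 uM T3 and 5% DMSO were incubated with pinned compound for 5 hr at ambient temperature. Total fluorescence was computed as S + 2P (555/632 nm).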
ALDH1A1 inh: qHTS Assay for Inhibitors of Aldehyde Dehydrogenase 1 (ALDH1A1) | Aldehyde dehydrogenase 1A1 (Homo sapiens), P00352 | AID 1030, 2008 | Purified ALDH1A1, NADH fluorescence, propionaldehyde substrate | Potency, µM (top dose mostly 75.3 µM), for inactives: at the top dose activity, negative = inhibition, usual class: inhibitors | 220,000 tested, 7.3% active; active = well fitted inhibition curve with a large enough effect, not every such curve was filed as active; inconclusive = small, poorly fitted or top-dose-only effect, or another doubt; inactive = no such curve, though single readings can be large or run the other way;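 also: plate controls were no enzyme wells and a reference inhibitor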
GoLoco inh red: qHTS Assay for Inhibitors of RGS12 GoLoco Motif Activity (Red Fluorophore); Guanine nucleotide-binding protein G(i) subunit alpha-1 (Homo sapiens), P63096; Gai1:RGS12 GoLoco peptide FP, rhodamine, 10 min; 230,000 tested, 0.44% active; Potency, µM (series often up to 61.6 µM), without a hit: top-dose activity, negative = inhibition, most hits filed as inhibitors; active = well fitted inhibition curve with a large enough effect, not every such curve was filed as active; inactive = no such curve, though single readings can be large or run the other way; also: % is scaled to controls: 0 for no effect and ±100 for the full control effect; nearly all actives have a fitted effect of over 30% in size; many of its hits are not listed in these tables
Target sequence (P63096 whole entry, looked up): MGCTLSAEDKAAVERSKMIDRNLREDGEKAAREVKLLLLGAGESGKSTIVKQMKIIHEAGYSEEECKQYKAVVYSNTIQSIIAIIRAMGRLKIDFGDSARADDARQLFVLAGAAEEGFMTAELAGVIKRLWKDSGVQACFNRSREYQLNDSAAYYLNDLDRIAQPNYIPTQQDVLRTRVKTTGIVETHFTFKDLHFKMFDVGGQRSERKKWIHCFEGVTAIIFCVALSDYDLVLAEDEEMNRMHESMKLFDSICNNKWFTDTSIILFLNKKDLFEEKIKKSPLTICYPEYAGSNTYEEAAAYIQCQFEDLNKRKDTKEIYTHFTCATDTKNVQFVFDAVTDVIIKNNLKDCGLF
TRb SRC2 PPI: qHTS for Inhibitors of the Interaction of Thyroid Hormone Receptor and Steroid Receptor Coregulator 2; 280,000 tested, 0.065% active; Thyroid hormone receptor beta (Homo sapiens), P10828; Potency, µM (series often up to 106 µM), for inactives: at the top dose activity change, negative = inhibition, usual class: inhibitors; TRbeta-SRC2 peptide binding, fluorescence polarization; receptor liganded with 1 µM T3;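 also: plate controls were bound peptide for no effect and peptide without receptor for full effect; nearly all actives have a fitted effect of over 50% in size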
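Decrease in fluorescence polarization of 20 nM Texas Red SRC2 coactivator peptide flagged inhibition of its binding to 0.6 uM TRb LBD; 1 uM T3 included, incubation 5 hr, ex 555/em 632 nm.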
JMJD2E inh: qHTS Assay for Inhibitors of Human Jumonji Domain Containing 2E (JMJD2E) | JMJD2E catalytic domain, FDH-coupled NADH fluorescence (FDH is formaldehyde dehydrogenase) | Potency, µM (series often up to 57.1 µM), for the others: at the highest dose activity change, negative = inhibition, actives largely listed as inhibitors | 230,000 tested, 1.6% active; active = well fitted inhibition curve with a large enough effect, not every such curve was filed as active; inconclusive = small, poorly fitted or top-dose-only effect, or another doubt; inactive = no such curve, though single readings can be large or run the other way;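 also: 0% = wells with enzyme and -100% = buffer wells without enzyme; nearly all actives have a fitted effect of over 50% in size; many of its hits are not listed in these tables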
SMN2 splice enh: qHTS Assay for Enhancers of SMN2 Splice Variant Expression; HEK293 SMN2-luciferase splicing reporter, luminescence, 30-36 h; Potency, µM (series often up to 46.1 µM), for inactives: top-dose activity change, positive = activation, actives largely listed as activators; 210,000 tested, 2.8% active; AID 1458, 2008; also: % of control where 0% means no effect; nearly all actives have a fitted effect of over 55% in size
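HEK293 cells carry an SMN2 […]–luciferase reporter in which exon 7 inclusion puts luciferase in frame. Cells were plated 10-12 h before compound addition, then incubated 30-36 h at 37C. ONE-Glo luminescence was read; sodium butyrate at 4.5 mM final served as control.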
Lamin A splicing: qHTS Assay for Modulators of Lamin A Splicing; HeLa LMNA splicing GFP/RFP minigene ratio, 48 h; Potency, µM (top dose mostly 46.1 µM), inactives show at the highest dose ratio change, negative = inhibition, hits mostly inhibitors; 200,000 tested, 0.01% active; active = well fitted inhibition curve with a large enough effect in the signal ratio, with a control signal flat, not every such curve was filed as active; inconclusive = small, poorly fitted or top-dose-only effect, or effect the other way, or a change in a side signal; the % refers to the signal ratio; also: % is scaled to controls: 0 for no effect and ±100 for the full control effect
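Read-out is the ratio of GFP to DsRed2 object intensity, acquired by 488 nm laser-scanning cytometry on HeLa lamin A-EGFP minigene reporter cells. Compound incubation 48 hrs at 37 °C in Opti-MEM with 2% FBS; DMSO 0.5% final.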
RECQ1 helicase: qHTS Assay for Inhibitors of RecQ-Like Dna Helicase 1 (RECQ1); RECQ1 DNA unwinding, red fluorescence kinetic read; Potency, µM (series often up to 57.3 µM), inactives show top-dose activity, negative = inhibition, actives largely listed as inhibitors; 240,000 tested, 0.54% active;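 also: plate controls were vehicle for no effect and no enzyme for full effect; nearly all actives have a fitted effect of over 30% in size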
Target sequence (P46063 whole entry, looked up): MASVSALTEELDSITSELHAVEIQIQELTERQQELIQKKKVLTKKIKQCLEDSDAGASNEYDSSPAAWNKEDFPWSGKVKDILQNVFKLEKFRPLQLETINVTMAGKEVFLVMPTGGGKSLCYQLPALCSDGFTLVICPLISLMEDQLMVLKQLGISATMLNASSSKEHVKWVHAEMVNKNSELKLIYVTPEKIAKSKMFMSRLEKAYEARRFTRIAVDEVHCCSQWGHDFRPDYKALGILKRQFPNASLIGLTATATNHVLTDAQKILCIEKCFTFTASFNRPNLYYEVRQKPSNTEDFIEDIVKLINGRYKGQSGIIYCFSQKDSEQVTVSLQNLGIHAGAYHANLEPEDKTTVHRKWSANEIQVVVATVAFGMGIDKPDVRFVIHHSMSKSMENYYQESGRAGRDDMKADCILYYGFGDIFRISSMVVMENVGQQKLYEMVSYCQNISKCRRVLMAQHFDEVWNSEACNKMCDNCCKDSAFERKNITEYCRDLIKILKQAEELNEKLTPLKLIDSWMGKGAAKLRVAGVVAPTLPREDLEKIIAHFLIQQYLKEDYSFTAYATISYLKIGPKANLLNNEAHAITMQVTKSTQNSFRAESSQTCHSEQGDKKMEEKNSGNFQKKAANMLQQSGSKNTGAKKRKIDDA
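50 nM RECQ1T1 preincubated 15 min with compound in Tris pH 8.0 buffer with MgCl2, DTT, Tween-20 and 2.5 ug/ml poly(dI-dC); started with 200 nM TAMRA/BHQ-2 forked duplex and 2 mM ATP. Unwinding read as fluorescence (525/598 nm), two reads 2 h apart.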
Starred values were filed as active, the others as inactive; i = inactive; ? = inconclusive; . = not tested or not shown; & = joins results of further samples; [ ] = another dose, or the depositor's remark. Unless noted, calls follow the shape of the dose curve; as a rule, active = well fitted curve in the direction sought with a large enough effect; inconclusive = small, poorly fitted or top-dose-only effect, or another doubt; inactive = no such curve, though single readings can be large; an effect the other way counts as inactive or inconclusive. Potency is read from the fitted curve at half-maximal effect. The list is partial; the hit share may differ from the screen's.

# | Compound | TR SRC2 fluor cs | ALDH1A1 inh | GoLoco inh red | TRb SRC2 PPI | JMJD2E inh | SMN2 splice enh | Lamin A splicing | RECQ1 helicase
1 | COc1ccc(-c2cnc[nH]2)cc1 | -1% | -2% | 8% | 1% | 3% | 21% | -15%[46 µM] | -1%
2 | COc1cccc(NC(=S)NNC(=O)c2c([N+](=O)[O-])c(C)nn2C)c1 | 0% | 2% | 3% | -2% | 9% | -5% | ? | i
3 | CCOC(=O)C1(Cc2cccc(F)c2)CCN(Cc2ccon2)CC1 | 0% | -4% | 3% | -3% | 4% | . | . | i
4 | Cc1c(N/C=C/C(=O)c2cccs2)c(=O)n(-c2ccccc2)n1C | 0% | ? | -4% | -3% | 1% | 11% | 4% | -9%
5 | O=C(CSc1ncnc2sc3c(c12)CCC3)Nc1ccccc1C(=O)O | 5% | . | 5% | 0% | 1% | . | . | -4%
6 | S=c1nc(C2CC2)n(-c2ccccc2)[nH]1 | -2% | . | 0% | 4% | -20% | . | . | -3%
7 | COc1ccccc1OC(=O)c1ccc2nsnc2c1 | 0% | -6% | 8% | -12% | -5% | 3% | -12% | -13%
8 | Cc1nnc(NCCc2ccccc2)n(N)c1=O | -1% | 5% | 7% | -14% | 1% | 1% | -11% | -14%
9 | Cn1c(CN2CCCCC2)nc2cc(NC(=O)c3ccc(Cl)cc3)ccc21 | ? | -3% | -2% | -9%&-3% | 0% | 9%&-51% | 1% | -7%
10 | CCOC(=O)c1c(C)[nH]c(C)c1C(=O)CSc1nc(N)cc(N)n1 | 1% | 0% | 4% | 4% | 2% | -4% | -2% | -16%
11 | COc1ccc(NC(=O)CSc2nnc(Cn3cnc([N+](=O)[O-])n3)n2C)cc1 | -3% | -4% | -8% | 4% | 3% | -5% | -3% | -3%
12 | COCCNC(=S)NC1CC2CCC(C1)N2Cc1ccccc1 (stereo not drawn) | -3% | -4% | -4% | 1% | 1% | . | . | i
13 | O=C(Nc1nc(-c2ccccc2)ns1)c1cccs1 | -5% | 1% | -3% | 1% | 2% | 13µM* | ? | -4%
14 | CC(=O)N(Cc1cc2c(C)cc(C)cc2[nH]c1=O)C1CCCCC1 | -1% | ? | 4% | -22% | ? | -2% | -2% | -2%
15 | CCCNC(=O)CC1C(=O)N(Cc2ccccc2)C(C)c2nc3ccccc3n21 (stereo not drawn) | -5% | 5% | 6% | -1% | 3% | 20% | -6% | -4%
16 | CCN(CC)C(=O)Cn1cnc2ccccc2c1=O | 0% | 1% | -10% | -27% | 6% | -12% | -3% | -8%
17 | CC(C)N1CCc2c(sc(NC(=O)c3ccc(S(=O)(=O)N4CCOCC4)cc3)c2C#N)C1 | -3% | 10µM* | 164%[activator] | -3% | -27% | -17% | -3% | 11%
18 | O=C(C1CCN(C2CC(=O)N(Cc3ccccc3)C2=O)CC1)N1CCCCCC1 (stereo not drawn) | -8% | 11µM* | -11% | -2% | -23% | 5% | 12% | -10%
19 | COc1ccccc1CNC(=O)CN(C)CC(=O)Nc1cccc(F)c1 | -3% | ? | 3% | -11% | 6% | -18% | -1% | -9%
20 | Nc1cccc(NC(=O)c2cccs2)c1 | 1% | 2% | -10% | -4% | 2% | ? | 9% | i
21 | CC/C(=N/NC(=O)c1ccc(Br)cc1)c1ccc(OCCN2CCOCC2)cc1 | -1% | ? | 3% | -4% | 14% | 9% | 16% | ?
22 | C(=N\Nc1nc(-c2cccnc2)nc2ccccc12)/c1ccccc1 | -5% | . | 10% | 5% | ? | . | . | -7%
23 | Cc1ccc(O)c(NC(=O)c2ccco2)c1 | 0% | 5% | 12% | 4% | 12% | 16µM* | -6% | -16%
24 | COC(=O)C(NC(=O)C(C)Oc1ccccc1)C(C)C (stereo not drawn) | 1% | 8% | 0% | 3% | 11% | 29% | 5% | 1%
25 | CCCN(CCO)Cc1ccc(Cl)c(Cl)c1 | -4% | -7% | -8% | 2% | ? | 8% | -5% | -7%
26 | N/C(=N\OS(=O)(=O)c1ccccc1)c1ccncc1 | -3% | 2% | -22% | -1% | 1% | 13% | 2% | -4%
27 | CCOC(=O)N(NC(=O)C(O)(C(C)C)C(C)C)c1ccccc1 | 1% | 3% | 6% | 6% | 1% | -4% | . | -2%
28 | Cc1cc(C(=O)Nc2ccccc2)oc1C | 1% | ? | 28% | -2% | 8% | 20µM* | -1% | -4%
29 | Cc1ccc(NC(=O)N(CCCN2CCOCC2)Cc2cccs2)cc1C | -4% | ? | -15% | 10% | -3% | -3% | -2% | 0%
30 | C/C(CC(=O)Nc1cccc(C(F)(F)F)c1)=N\NC(=O)Cc1ccccc1 | -4% | ? | 4% | 2% | -7% | -12% | -17%[46 µM] | 2%
31 | O=C(COc1ccc(Cl)cc1)N1CCN(C(=O)c2cccc(F)c2)CC1 | -4% | 14µM* | 13% | 3% | -1% | . | -3% | 11%
32 | COC(=O)C1(CCSC)NC(c2ccccc2F)C2C(=O)N(c3ccc4c(c3)OCCO4)C(=O)C21 (stereo not drawn) | 0% | 6% | 6% | -2% | 4% | -4% | . | -9%
33 | O=C(NCC1CCCO1)C1CCC(=O)N1CCc1ccccc1 (stereo not drawn) | -2% | -6% | 3% | -17% | -9% | -9% | 14%[0.0737 µM] | -1%
34 | CCOc1ccccc1NC(=O)COn1nnc2ccc(Cl)cc21 | 0% | 16µM* | -18% | -17% | 2% | -18% | 19% | 8%
35 | Cc1cccc(/C(N)=N/OC(=O)c2cccnc2)c1 | 1%[53 µM] | 12% | 12% | 0%[53 µM] | 9% | . | 15%[46 µM] | -8%
36 | CS(=O)(=O)N(Cc1ccc(C(=O)NN=C2CCCC2)cc1)c1ccccc1 | 2% | 1.3µM* | 5% | 4% | 5% | -8% | -17% | 10%
37 | N#CC1=C(N)SC2(CCCCC2)SC1c1ccccc1 (stereo not drawn) | 0% | 25µM* | -2% | -7% | -8% | -12% | 7% | -7%
38 | COC(=O)c1cc(S(=O)(=O)N2CCOCC2)c(Cl)cc1N1CCOCC1 | 2% | 0% | -8% | 1% | -1% | 6% | -1% | i
39 | COc1ccc2[nH]c3c(N4CC(C)OC(C)C4)ncnc3c2c1 (stereo not drawn) | -5% | ? | 11% | -15% | ? | -6% | -5% | -9%
40 | Cn1cc(CN2CCCC(C(=O)c3ccc(-c4ccccc4)c(F)c3)C2)cn1 (stereo not drawn) | -2% | -6% | 11% | -4% | -10% | . | . | -3%
41 | Cc1ccc(S(=O)(=O)n2c(CN3CCCC(C)C3)nc3ccccc32)cc1 (stereo not drawn) | -1% | ? | -5% | 2% | -5% | -4% | 14% | 3%
42 | O=C(CSc1nc2ccc(Cl)cc2[nH]1)c1ccc2c(c1)OCO2 | 2% | 18µM* | 5% | 10% | -8% | ? | 1% | -17%
43 | Cc1nnc(C)n1/N=C/c1ccc2c(c1)OCCO2 | -4% | ? | 2% | -6% | -24% | 14% | -2% | 6%
44 | O=C(NCc1ccc2c(c1)OCO2)C1CCC(CNc2c(N3CCCC3)c(=O)c2=O)CC1 (stereo not drawn) | -1% | 14% | 3% | 9% | -6% | 12% | -1% | -2%
45 | C/C(N)=C(/C#N)C(=O)COC(=O)c1cc(-c2cccc(Br)c2)nc2ccccc12 | 3% | ? | 19% | -15% | 6% | -10% | -5% | -14%
46 | O=C(CCN1c2ccccc2Sc2ccccc21)Oc1ccccc1 | 6% | ? | -3% | -1% | 4% | 14% | -11% | -6%
47 | Cc1ccc(Nc2nc3c(s2)CCC3)c(C)c1 | 0% | ? | 3% | -4% | 0% | 13µM* | 2% | -1%
48 | C=CCC(NCc1ccccc1)c1ccccc1 (stereo not drawn) | 4% | 10% | 0% | 7% | -2% | ? | 4% | -1%
49 | Cc1ccc(-n2nc(C)c3c2OC(N)=C(C#N)C3c2ccncc2)cc1 (stereo not drawn) | -4% | ? | 6% | -2% | 1% | 10% | -17% | -10%
50 | S=C(NCCNCc1ccccc1)NC1CCCCC1 | -3% | 10% | -1% | -2% | -15% | -6% | ? | -5%
51 | COc1ccc(F)cc1C(=O)C1CCCN(C(=O)CCc2ccccn2)C1 (stereo not drawn) | -2% | -4% | 7% | 5% | -1% | -18% | . | i
52 | Oc1ccc(Br)cc1-c1cc(-c2ccccc2)n[nH]1 | -3% | 4% | 6% | 2% | ? | -20% | ? | -1%
53 | CCC(=O)NCc1c(Cl)cccc1-n1cccc1 | 0% | 14% | -6% | -1% | 4% | -6% | 4% | -15%
54 | N/C(=N\OC(=O)c1ccc2c(c1)OCO2)c1ccc([N+](=O)[O-])cc1 | 0% | 0% | -2% | 0% | 2% | 26% | . | i
55 | CCOC(=O)C1CCN(S(=O)(=O)c2ccc3c(c2)CCCN3C(C)=O)CC1 | -2% | -4% | -2% | -18% | 4% | -32%[inhibitor] | -12% | -4%
56 | Cc1noc(N)c1C(=O)Nc1ccccc1F | 0% | 2% | 7% | -18% | 8% | -8% | 1% | -5%
57 | O=C(NCc1ccco1)c1ccc([N+](=O)[O-])o1 | -2% | -3% | -7% | -1% | 0% | 1% | ? | ?
58 | COc1ccc(CCNC(=O)c2cc(-c3cc(Cl)ccc3O)n[nH]2)cc1OC | -1% | . | 2% | 1% | -8% | . | . | -7%
